# Screening results from PubChem BioAssay.
# Fam108B counter: mouse Fam108B serine hydrolase inhibitors, primary screen, counter-screen for RBBP9 inhibitor project, biochemical, fluorescence polarization. recombinant Fam108B, FP-Rh probe fluorescence polarization. inhibition, % at 9.51 µM. actives 0.33% (n = 300,000). AID 1947, 2009;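 active = inhibition above the screen mean inhibition plus 3 SD, computed separately per campaign, cut at about 18% in these data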;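 also: inhibitors lower polarization as less probe binds the enzyme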
# GRK2 aptamer HTS: compounds blocking aptamer binding on GRK2 – biochemical, human GRK2, bead flow cytometry, HTS, primary screen; Beta-adrenergic receptor kinase 1 (Homo sapiens), P25098; FAM-aptamer displacement from GRK2; actives 0.59% (n = 330,000); AID 488847, 2010; inhibition of aptamer binding, % at 10 µM;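 active = inhibition of aptamer binding above 40%, roughly 3 SD of noise, on plates passing a quality check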;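 also: median bead fluorescence of bound FAM aptamer so fluorescent compounds give negative values; no value below 0 was filed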
# BCLXL inh: inhibitors of human Bcl-xL, primary screen, biochemical, fluorescence polarization, HTS. Bcl-2-like protein 1 (Homo sapiens), Q07817. GST-Bcl-xL / FITC-Bim BH3 peptide fluorescence polarization. inhibition, % at 10.9 µM. actives 0.7% (n = 320,000);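 active = inhibition above the mean of all tested compounds plus 3 SD, cutoff set per campaign, cut at about 30% in these data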;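 also: 0% = DMSO wells and 100% = unlabeled Bim-BH3 peptide competitor; inhibitors lower millipolarization by displacing the labeled peptide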
# Target sequence (Q07817 whole entry, looked up): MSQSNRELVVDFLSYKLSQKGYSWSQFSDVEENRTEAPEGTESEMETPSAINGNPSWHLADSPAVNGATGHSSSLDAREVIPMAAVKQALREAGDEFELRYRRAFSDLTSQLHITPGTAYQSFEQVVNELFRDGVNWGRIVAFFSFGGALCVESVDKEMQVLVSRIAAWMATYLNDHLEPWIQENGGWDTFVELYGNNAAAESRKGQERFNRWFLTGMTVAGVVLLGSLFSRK
# MCL1 BIM primary: inhibitors of MCL1 binding to BIM-BH3, primary screen, biochemical, fluorescence polarization | Induced myeloid leukemia cell differentiation protein Mcl-1 (Homo sapiens), Q07820 | GST-MCL1 / FITC-Bim-BH3 fluorescence polarization | inhibition, % at 10.9 µM | actives 0.68% (n = 320,000) | AID 2057, 2009;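 active = inhibition above the mean inhibition of all tested compounds plus 3 SD, set per campaign, cut at about 40% in these data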;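 also: 0% = DMSO wells and 100% = unlabeled Bim-BH3 peptide control; higher means more loss of mP so more displacement of Bim peptide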
# Target sequence (Q07820 whole entry, looked up): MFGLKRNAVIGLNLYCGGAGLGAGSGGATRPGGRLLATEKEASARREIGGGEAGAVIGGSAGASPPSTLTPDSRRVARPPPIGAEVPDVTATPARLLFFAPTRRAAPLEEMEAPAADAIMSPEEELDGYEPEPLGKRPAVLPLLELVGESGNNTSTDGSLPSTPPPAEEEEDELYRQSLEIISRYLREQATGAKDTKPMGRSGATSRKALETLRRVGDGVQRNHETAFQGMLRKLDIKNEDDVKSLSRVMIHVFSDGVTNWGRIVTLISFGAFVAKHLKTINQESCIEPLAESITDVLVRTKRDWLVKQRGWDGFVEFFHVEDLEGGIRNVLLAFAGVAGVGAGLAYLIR
# AGP1-GFP MLPCN: modulators of AGP1-GFP expression in yeast TOR pathway, primary screen, cell-based, multiplex flow cytometry, S. cerevisiae, MLPCN library; actives 0.02% (n = 320,000); 3 h; GFP as percent of DMSO wells; AID 2066, 2009; GFP response vs DMSO, % at 10 µM;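 active = GFP response relative to DMSO above a set limit, near screen average plus 3 SD, cut at about 150% in these data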;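 also: median GFP channel fluorescence of the gated AGP1 strain per well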
# CIT2-GFP yeast: modulators of CIT2-GFP expression in yeast, primary screen, S. cerevisiae, GFP fusion, multiplex flow cytometry, MLPCN library; S. cerevisiae CIT2-GFP strain, 3 h; 100 means same as DMSO wells; GFP response vs DMSO, % at 10 µM; actives 0.065% (n = 320,000);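 active = GFP response relative to DMSO above a set limit, near the screen mean plus 3 SD, cut at about 150% in these data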;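 also: ratio of well median GFP fluorescence to mean of DMSO wells on the plate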
# VLA-4 inh: inhibition in human VLA-4 binding assay, primary screen, VLA-4 allosteric modulator project, MLPCN library, flow cytometry, VLA-4 expressing cells. AID 2557, 2010. actives 0.2% (n = 330,000). ligand binding flow cytometry. inhibition, % (about 7 µM as worked out from the volumes in the protocol); in the data active = inhibition above about 50%
# MEX-5 binding: MEX-5 zinc finger RNA-binding disruptors – biochemical, C. elegans, fluorescence polarization, MLPCN library, primary screen; activity score (negative = inhibition of binding), % at 10 µM; MEX-5/FITC-TCR2 RNA binding; active compounds read low; AID 1832, 2009; actives 0.38% (n = 300,000); Zinc finger protein mex-5 (Caenorhabditis elegans), Q9XUB2;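 active = inhibition past about -25% in most replicates, and total fluorescence under double the plate's negative control median, limit read from the data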;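 also: 0% = DMSO and -100% = 5 µM competing unlabeled TCR2 RNA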
# GLD-1 TGE inh: GLD-1/TGE RNA complex disruptors, primary screen, biochemical, fluorescence polarization. Female germline-specific tumor suppressor gld-1 (Caenorhabditis elegans), Q17339. purified GLD-1 + fluorescein TGE RNA. inhibition, % at 5.96 µM. actives 0.44% (n = 320,000). AID 2280, 2010;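 active = percent inhibition above a per-plate cutoff, the plate mean of test compounds plus 3 SD, cut at about 30% in these data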;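 also: 0% = DMSO wells with GLD-1 and probe and 100% = wells lacking GLD-1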
# Target sequence (Q17339 whole entry, looked up): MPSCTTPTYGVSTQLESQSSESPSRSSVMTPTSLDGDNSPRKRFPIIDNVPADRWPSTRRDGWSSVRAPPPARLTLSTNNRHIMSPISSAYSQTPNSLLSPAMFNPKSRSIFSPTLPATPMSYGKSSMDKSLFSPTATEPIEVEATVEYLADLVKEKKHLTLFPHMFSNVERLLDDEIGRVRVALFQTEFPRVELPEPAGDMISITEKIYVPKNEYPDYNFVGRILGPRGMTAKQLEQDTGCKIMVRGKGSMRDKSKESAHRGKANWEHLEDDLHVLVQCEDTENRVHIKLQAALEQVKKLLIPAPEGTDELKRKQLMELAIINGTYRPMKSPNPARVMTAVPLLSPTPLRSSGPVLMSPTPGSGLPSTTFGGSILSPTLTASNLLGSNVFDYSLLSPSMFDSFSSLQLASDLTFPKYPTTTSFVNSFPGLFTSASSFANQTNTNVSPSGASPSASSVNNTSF
# Starred values were filed as active, the others as inactive; · = no result given; [ ] = dose if it differs, or a comment. An unsorted share of the library. Share with any hit: about 2.2%.
SMILES,Fam108B counter,GRK2 aptamer HTS,BCLXL inh,MCL1 BIM primary,AGP1-GFP MLPCN,CIT2-GFP yeast,VLA-4 inh,MEX-5 binding,GLD-1 TGE inh
COc1cc(OC)cc(C(=O)N/N=C2/SCC(=O)N2Cc2ccco2)c1,5,5,7,13,109,106,9,-2.4,-3
COc1ccc(N(CC(=O)N2CCCC2)S(=O)(=O)c2ccc(NC(C)=O)cc2)cc1,1,1,15,7,97,100,-1,-2.1,4
O=C(NC1(C(F)(F)F)NC(=O)N(Cc2cccnc2)C1=O)c1ccccc1Cl (centres undefined),-2,2,7,-4,100,102,6,-1.0,3
CCN1CCN(C(=O)c2ccc3c(=O)n(C4CCCC4)c(=S)[nH]c3c2)CC1,-1,1,0,1,99,87,9,1.2,-3
NC(=O)CC(NC(=O)Cc1cccc2ccccc12)c1ccc(NCc2ccccc2)c([N+](=O)[O-])c1 (centres undefined),-9,0,-3,-9,85,76,1,1.1,1
CN(c1ccccc1)S(=O)(=O)c1ccc(Cl)c(C(=O)NC2=NCCS2)c1,-2,1,7,-1,99,97,-3,-0.1,-1
Cn1c(=O)c2c(nc(CN3CCc4ccccc4C3)n2Cc2ccc(Cl)cc2)n(C)c1=O,-3,1,0,-5,107,108,-4,-1.3,-10
COc1ccc(OC)c(C2C=C(c3ccc(C)c(C)c3)Nc3nnnn32)c1 (centres undefined),1,3,-1,-3,·,100,1,-2.8,-1
O=C(NCc1cccs1)C1CCN(c2ccc(S(=O)(=O)N3CCOCC3)cc2Cl)CC1,1,0,1,1,105,106,-2,1.7,10
CN(Cc1ccc(OC(F)F)cc1)C(=O)c1ccc2c(=O)n3c(nc2c1)CCC3,-5,0,6,8,100,97,3,1.3,4
Cc1cc2c(s1)CCCCC(=O)N2,0,0,-5,-1,103,102,3,3.1,1
Cc1cccc(NC(=O)CN2C(=O)N/C(=C/c3cc(C)n(-c4cccnc4)c3C)C2=O)c1,-3,0,2,1,102,107,4,0.1,-6
NC(=O)C(c1ccccc1)c1ccc(C(=O)c2ccccc2)cc1 (centres undefined),1,0,5,4,109,107,10,0.3,-2
COc1ccc(COC(=O)C2CCN(S(=O)(=O)c3ccc(F)cc3)CC2)cc1,-7,1,-7,-19,97,89,13,-1.4,-2
COc1ccc(NC(=O)c2cc(-c3cc(C)c(C)cc3O)n[nH]2)c(OC)c1,0,2,2,-8,112,112,8,-2.0,-4
Cn1c(NNC(=O)c2cccc3ccccc23)cc(=O)n(C)c1=O,-5,0,6,-1,103,95,-17,0.9,-1
COC(=O)c1c(N2C(=O)CC(Sc3ccccc3C(=O)O)C2=O)sc(C)c1C (centres undefined),-1,0,7,7,111,102,14,0.7,3
O=C(c1cccc(S(=O)(=O)N2CCc3ccccc3C2)c1)N1CCN(c2ccc(O)cc2)CC1,0,0,18,10,99,97,8,-1.6,2
COc1ccc(CNC(=O)C2CCCN(S(=O)(=O)c3c(C)noc3/C=C/N(C)C)C2)cc1 (centres undefined),1,5,-13,-19,103,101,12,-13,-14
COCC(=O)N(Cc1cc2ccccc2[nH]c1=O)c1ccc(OC)cc1,5,0,1,16,102,115,26,-4.0,0
CCn1nc(NS(=O)(=O)c2ccccc2)c2cc3cc(C)ccc3nc21,-1,0,13,3,96,95,3,-0.3,0
FC(F)(F)c1cccc(NC(=S)Nc2ccc(Cl)c(Cl)c2)c1,-32,0,2,2,103,102,5,1.2,-1
O=C(NCc1ccccn1)c1ccc(=O)oc1,1,4,-1,-1,106,96,4,-3.2,0
CCN(CC)CCN1C(=O)C(=O)/C(=C(/O)c2c(C)[nH]c(C(=O)OC)c2C)C1c1cccnc1 (centres undefined),1,0,0,-3,100,109,11,·,2
Fc1ccc(-c2nnc3ccc(N4CCCC4)nn23)cc1,-1,1,-2,-2,94,80,31,2.6,1

# The list continues.
SMILES,Fam108B counter,GRK2 aptamer HTS,BCLXL inh,MCL1 BIM primary,AGP1-GFP MLPCN,CIT2-GFP yeast,VLA-4 inh,MEX-5 binding,GLD-1 TGE inh
CCc1ccc(NC(=O)Cn2nnc(C(=O)NCc3ccc4c(c3)OCO4)c2N)cc1,-11,0,0,0,96,101,6,-5.7,-5
COc1ccc(Cl)cc1C(=O)Nc1ccc(NC(=O)c2ccco2)cc1,-3,0,1,-5,95,100,13,-0.4,4
CN(C)S(=O)(=O)c1ccc(N2CCCC2)c(C(=O)NNC(=O)COc2ccccc2Cl)c1,1,0,6,2,105,107,2,2.5,0
CSCCC(NC(=O)c1ccccc1)C(=O)Nc1ccc(NC(C)=O)cc1 (centres undefined),-1,0,6,4,103,104,16,0.3,0
COc1cccc(CN2CC(C(=O)NCCCn3ccnc3C)CCC2=O)c1 (centres undefined),2,0,6,1,98,100,7,2.3,-2
Cc1ccc2ccc(S(=O)(=O)NCc3ccco3)cc2c1,-6,2,-1,-3,85,81,1,-2.6,-2
COc1ccc(-c2noc(CNS(=O)(=O)c3ccccc3)n2)cc1,6,2,-3,0,102,95,7,1.6,-6
COC(=O)c1ccc(C23CC4(C2)[C@H](CN(C)[C@@H]4c2ccccc2)C3c2ccccc2)cc1 (some centres undefined),3,2,2,11,85,76,-23,-2.0,5
Cc1cc2occ(CC(=O)Nc3nccs3)c2cc1C(C)C,-2,1,7,5,103,111,-14,0.1,-3
Cc1cc(Sc2nnc(/N=C/N(C)C)s2)c2ccccc2n1,-1,0,4,-2,108,108,-11,·,-6
O=C(c1ccccc1Cl)N(Cc1ccc(Br)cc1)N1C(=O)CCC1=O,0,2,3,1,102,99,1,·,9
Cc1[nH]nc(N=CC2=C(O)CC(c3ccco3)CC2=O)c1-c1ccccc1 (centres undefined),2,0,7,8,96,78,24,3.5,5
COc1ccc(OCC(=O)N/N=C2\CCCCc3ccccc32)cc1,-3,0,2,-6,94,94,12,1.1,13
COc1ccccc1CN1CCNC(=O)C1CC(=O)N(C)Cc1ccon1 (centres undefined),2,0,11,16,98,98,-20,-1.2,7
O=C(CSc1nccn1-c1cccc(Cl)c1)NC1CCCC1,2,0,-2,10,100,97,-8,0.8,6
CCc1cccc(CC)c1-n1c(SCn2nnc3ccccc3c2=O)nnc1-c1cccnc1,-2,2,2,-8,101,103,20,1.9,4
Cc1ccc(C)c(S(=O)(=O)N/N=C/c2ccc(F)cc2)c1,2,0,9,-2,100,97,31,3.2,7
COCc1c(C(=O)N/N=C/c2c[nH]c3ccccc23)nnn1-c1nonc1N,1,0,3,4,106,108,-10,-6.7,6
C(#Cc1c(-c2ccsc2)sc2ccccc12)c1ccsc1,·,2,·,·,93,91,-34,·,1
Cc1ccc(S(=O)(=O)N2CCOCC2)cc1C(=O)N1CCC(Cc2ccccc2)CC1,3,0,5,7,102,103,-12,-1.1,-1
CCOc1ccccc1N1CCN(C(=O)[C@@H]2CCCN2C2=NS(=O)(=O)c3ccccc32)CC1,·,2,4,1,105,103,6,·,3
COc1ccc(/C=N/NC2=NS(=O)(=O)c3ccccc32)cc1OC(C)=O,-3,1,-17,-23,92,98,10,-0.9,-35
Cc1ccc(C)c(N(C(=O)c2ccco2)C(C(=O)NC2CCCC2)c2ccco2)c1 (centres undefined),1,3,3,-7,96,92,17,-0.7,-3
C[N+]1(CC(=O)OCCCc2ccccc2)CCOCC1,-5,0,-11,-17,103,103,0,-0.6,1
COc1ccc(C(=O)CCS(=O)(=O)c2ccc(C)cc2)cc1OC,0,0,2,6,109[may fluoresce green],121[may fluoresce green],2,3.1,5

# The results go on:
SMILES,Fam108B counter,GRK2 aptamer HTS,BCLXL inh,MCL1 BIM primary,AGP1-GFP MLPCN,CIT2-GFP yeast,VLA-4 inh,MEX-5 binding,GLD-1 TGE inh
CC(=O)c1cccc(NC(=O)N2CCC(C(=O)c3ccc(F)cc3)CC2)c1,0,7,4,9,92,106,-11,3.7,0
Cc1cc(=O)oc2cc(OCC(=O)N3CCCC(C)C3)ccc12 (centres undefined),1,0,-1,-2,98,94,13,-0.7,5
NS(=O)(=O)c1cccnc1Nc1ccc(Cl)c(Cl)c1,-2,0,6,1,91,99,10,-0.5,4
N/C(=N\c1nc2c(c(=O)[nH]1)CCC2)Nc1ccccc1,-4,7,-2,-6,106,111,18,-2.7,2
COC(=O)c1cc(S(=O)(=O)NCCc2ccc(SC)cc2)c[nH]1,-2,2,4,0,96,105,7,-1.1,6
Cc1ccc(C)c(NC(=O)CCC(=O)N/N=C2/CC(=O)CC(C)(C)C2)c1,-2,0,8,3,96,97,-2,-9.4,1
CC1CCN(c2ccc3nnc(CCC(=O)NCCCOC(C)C)n3n2)CC1,-2,4,-7,-5,98,102,5,0.4,-6
O=C(N/N=C/c1ccco1)c1cnccn1,1,1,5,-7,108,106,4,-6.8,6
O=C(O)c1sccc1Oc1ccc(NS(=O)(=O)c2cccc(F)c2)cc1,-5,1,5,1,89,97,7,3.4,-7
Cc1ccc(C)c2c(SC(C)C(=O)NCc3ccco3)nc(-c3ccccc3)nc12 (centres undefined),1,0,7,2,99,99,0,-1.1,4
COC(=O)C1CCCN1C(C(=O)NC1CCCCC1)c1ccc(Cl)cc1 (centres undefined),-3,0,1,-6,98,97,-3,1.0,12
CN(C)CCNC(=O)c1sc2cccc(F)c2c1Cl,0,0,2,-1,99,103,-1,-1.6,0
CSc1nc(O)c(C(c2ccc(O)cc2)c2c(O)nc(SC)[nH]c2=O)c(=O)[nH]1,1,0,19,11,95,99,-1,0.0,2
O=C(NC1CCCCC1)c1ccc(N2CCOCC2)c([N+](=O)[O-])c1,1,0,3,1,107,107,7,-1.9,-9
CCOc1ccc(OCC(=O)Nc2c3c(nn2C(C)(C)C)CS(=O)(=O)C3)cc1,-1,0,2,0,101[may fluoresce green],95[may fluoresce green],11,-2.8,5
O=C1CCC(C(=O)Nc2cccc(S(=O)(=O)Nc3ccccc3F)c2)=NN1,·,0,·,·,101,113,-19,·,5
COc1ccc(/C=N/c2nc3ccccc3n2C)cc1OC,2,0,6,9,108,113,3,1.4,8
N/C(=N\c1nc2c(c(=O)[nH]1)CCCC2)Nc1ccccc1Sc1ccccc1,-8,0,0,3,104,108,15,-1.6,1
CC1CC2=C(NC(=S)NC2c2ccccc2F)/C(=C/c2ccccc2F)C1 (centres undefined),-6,2,6,1,90,89,12,1.1,-7
COc1ccc(/C=C(\NC(=O)c2cccs2)C(=O)Nc2ccccc2C)cc1OC,0,0,5,1,104,104,7,4.6,0
N#Cc1nc(-c2ccccc2Cl)oc1N1CCOCC1,2,1,1,6,97,99,-9,-0.6,-1
Cc1ccc(NC(=S)Nc2nc(CC(=O)Nc3ccccc3)cs2)cc1,-18,2,4,3,95,·,6,-1.2,1
